Bioassay records as filed in PubChem.
S2 tox: cell viability loss in ATXN counter-screen; S2 cells (HEK-293 line with an ATXN2-luciferase reporter) viability, CellTiter-Fluor protease fluorescence, 24 h; Potency, µM (titrated, usually from 56.7 µM), actives largely listed as cytotoxic; hit rate 0.49% among 400,000; AID 651635; note: potency is the fitted concentration of half-maximal effect; nearly all actives have a fitted effect of over 40% in size
A549 viability: counter-screen for Nrf2 inhibitors: cytotoxicity in A549 cells; A549 ARE-Fluc cells, CellTiter-Fluor viability, 18-24 h; Potency, µM (top dose mostly 46 µM), for the others: at the top dose activity change, negative = cytotoxicity, usual class: inhibitors; hit rate 0.16% among 390,000; AID 504648; note: potency is the fitted concentration of half-maximal effect; % is set by controls: 0 for no effect and ±100 for the full control effect
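A549 ARE-Fluc cells in 5% FBS OPTI-MEM, 5000 cells/well, rested 2 h then exposed to compounds in concentration-response for 18-24 h at 37 °C. Viability by CellTiter-Fluor fluorescence (Ex 405/Em 525) after 30 min; luciferase luminescence (BugLite, 15 min, RT) read afterwards.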
Nrf2 activator: Nrf2 pathway activation | AREc32 ARE-luciferase reporter (MCF7-derived line), luminescence, 24 h | AID 624171 | hit rate 0.31% among 410,000 | Potency, µM (series often up to 46.1 µM), inactives show at the highest dose activation, usual class: activators; note: potency is the fitted concentration of half-maximal effect; % of control where 0% means no effect; nearly all actives have a fitted effect of over 65% in size
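Cells of the AREc32 ARE-luciferase line are plated in OPTI-MEM containing 5% FBS and left overnight at 37 deg C. Compounds are pinned in, incubation continues 24 hr, and firefly luciferase signal is then measured.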
ATXN2 expr inh: ATXN2 expression inhibition; HEK-293 ATXN2-luciferase reporter, luminescence, 24 h; Potency, µM (highest dose often 57 µM), inactives show top-dose activity change, negative = inhibition, most hits filed as inhibitors; hit rate 0.72% among 360,000; note: potency is the fitted concentration of half-maximal effect; % is set by controls: 0 for no effect and ±100 for the full control effect; nearly all actives have a fitted effect of over 55% in size
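ATXN2-luciferase reporter cells (luciferase flanked by upstream and downstream ATXN2 gene portions) were treated 24 h at 37 °C with compounds at up to 57 uM. SteadyGlo luminescence gave expression; GF-AFC fluorescence gave viability.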
IL-2 act: activators of IL-2. hit rate 0.065% among 360,000. IL-2 activation reporter assay, cell-based qHTS; stimulated with anti-CD3/CD4/CD28 beads; in transgenic mouse T cells. activation, % (series mostly up to about 46 µM); in the data active = activation above about 50%; inconclusive = mostly about 30% to 49%; note: 0% is about no effect
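Readout is EGFP and DsRed signal by fluorescent plate cytometry after 18 h at 37 degrees C. Transgenic mouse T cells (750/well) received compound for 60 min before bead stimulation (anti-CD3, anti-CD4, anti-CD28); memory T cells served as non-tolerant control.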
TGFb inhibitor: TGF-b pathway inhibition | HepG2 CAGA-GFP TGF-b/SMAD3 reporter, GFP fluorescence, 18 h; TGF-beta stimulated, 500 pg/mL final | Potency, µM (highest dose often 46.1 µM), for the others: top-dose activity, negative = inhibition, usual class: inhibitors | hit rate 1.2% among 410,000; note: potency is the fitted concentration of half-maximal effect; % is set by controls: 0 for no effect and ±100 for the full control effect; nearly all actives have a fitted effect of over 65% in size
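TGF-beta reporter screen: HEPG2 CAGA-GFP, 1% FBS, 500 pg/mL TGF-beta final, 18 h; per-cell GFP summed per well; curves fitted and categorized by class.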
HepG2 viability: counter-screen for TGF-b inhibitors: cytotoxicity in HepG2 cells. Potency, µM (doses to about 46.1 µM), for inactives: at the highest dose activity change, negative = cytotoxicity, usual class: cytotoxic. AID 588856. HepG2 CAGA-GFP viability, ATP luminescence, 18 h. hit rate 0.76% among 410,000; note: potency is the fitted concentration of half-maximal effect; some results filed as inactive show a strong effect at the top dose
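HepG2 CAGA-GFP cells (1000/well, DMEM with 1% FBS) received compound, then TGF-beta at 500 pg/mL final, and were incubated 18 hours at 37 degrees C. Viability was read by CellTiter-Glo luminescence. Media-only wells were set as complete cell-killing and DMSO as no toxicity.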
EPAC2 agonist: agonists of human EPAC2 (RAPGEF4). Q8WZA2. EPAC2 activation, biochemical qHTS; response scale: 100% = 6.5 mM cAMP response. Potency, µM (highest dose often 154 µM), without a hit: top-dose activation, most hits filed as activators. hit rate 0.079% among 360,000; note: potency is the fitted concentration of half-maximal effect; nearly all actives have a fitted effect of over 50% in size
Target sequence (Q8WZA2 whole entry, looked up): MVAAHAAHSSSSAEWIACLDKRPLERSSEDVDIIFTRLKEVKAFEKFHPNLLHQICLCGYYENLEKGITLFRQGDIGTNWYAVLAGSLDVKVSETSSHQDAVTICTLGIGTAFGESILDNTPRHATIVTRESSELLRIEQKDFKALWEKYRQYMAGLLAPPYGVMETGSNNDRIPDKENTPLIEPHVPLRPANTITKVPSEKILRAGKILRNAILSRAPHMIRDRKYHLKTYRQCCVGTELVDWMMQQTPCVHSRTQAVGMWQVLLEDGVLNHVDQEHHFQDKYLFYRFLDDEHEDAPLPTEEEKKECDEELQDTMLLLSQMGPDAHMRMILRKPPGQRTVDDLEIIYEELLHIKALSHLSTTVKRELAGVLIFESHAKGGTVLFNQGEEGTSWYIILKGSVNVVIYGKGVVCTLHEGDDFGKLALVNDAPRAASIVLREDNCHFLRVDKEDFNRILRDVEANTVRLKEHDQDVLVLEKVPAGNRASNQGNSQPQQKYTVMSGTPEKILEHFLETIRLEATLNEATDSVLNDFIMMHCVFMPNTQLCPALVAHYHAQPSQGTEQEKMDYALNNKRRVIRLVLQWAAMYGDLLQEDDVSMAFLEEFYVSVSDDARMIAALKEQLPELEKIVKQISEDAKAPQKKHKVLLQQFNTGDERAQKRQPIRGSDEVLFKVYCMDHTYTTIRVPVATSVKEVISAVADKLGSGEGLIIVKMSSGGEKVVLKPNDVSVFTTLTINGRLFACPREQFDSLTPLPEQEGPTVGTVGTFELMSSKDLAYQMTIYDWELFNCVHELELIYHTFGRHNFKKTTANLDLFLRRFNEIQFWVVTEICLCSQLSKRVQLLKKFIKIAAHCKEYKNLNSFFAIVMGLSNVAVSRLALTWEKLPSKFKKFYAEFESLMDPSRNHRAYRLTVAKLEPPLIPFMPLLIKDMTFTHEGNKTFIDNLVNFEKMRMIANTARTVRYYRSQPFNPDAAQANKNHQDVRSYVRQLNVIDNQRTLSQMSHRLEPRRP
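Readout is BODIPY fluorescence (480 nm excitation, 540 nm emission), which falls as labeled GDP is exchanged off Rap1B. EPAC2 at 100 nM acted on 250 nM RAP1B-BODIPY-GDP with 50 uM GDP present.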
Nrf2 block: blocks Nrf2 signaling | A549 ARE-Fluc reporter, luciferase luminescence, 18-24 h | Potency, µM (series often up to 46 µM), inactives show at the top dose activity change, negative = inhibition, hits mostly inhibitors | hit rate 2.1% among 360,000; note: potency is the fitted concentration of half-maximal effect; % is set by controls: 0 for no effect and ±100 for the full control effect; nearly all actives have a fitted effect of over 60% in size
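Quantitative HTS in A549 cells stably bearing an antioxidant response element-firefly luciferase construct. Inhibition of Nrf2-driven transcription was scored by luminescence after 18-24 h of compound exposure at 37 °C.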
The depositor's hits bear a star; i = inactive; ? = inconclusive; / = not tested or not shown; [ ] = remark or other dose. Unless noted, calls come from the whole dose curve; as a rule, active = well fitted curve in the direction sought with a large enough effect; inconclusive = small, poorly fitted or top-dose-only effect, or another doubt; inactive = no such curve, though single readings can be large; an effect the other way counts as inactive or inconclusive.

SMILES	S2 tox	A549 viability	Nrf2 activator	ATXN2 expr inh	IL-2 act	TGFb inhibitor	HepG2 viability	EPAC2 agonist	Nrf2 block
O=C(NCC1CCCCC1)c1ccc(Cl)nc1	i	2%	-0.5%	4%	0.1	3%	1%	7%	-14%
Cc1ccc(/C=N/NC(=O)c2ccc(-n3cccc3)cc2)o1	i	5%	-0.1%	-16%	-1.2	0%	-3%	8%	-11%
CCC(=O)c1ccc(N2CCN(C(=O)c3cccs3)CC2)c(F)c1	i	2%	6.1%	7%	0.0	-19%	-15%	19%	4%
Cc1cc(C)c(C#N)c(SCc2[nH]nc3c2C(c2ccc(F)cc2)C(C#N)=C(N)O3)n1 (stereo not given)	i	-8%	0.1%	-5%	0.0	3%	-29%	3%	5%
CCCNC(=O)C1(C)CCCN(C(=O)c2cc(F)cc(F)c2)C1 (stereo not given)	i	/	0.0%[9.22 µM]	0%	0.1	30%	6%	6%	/
COc1ccc(N2CCN(C(=O)COC(=O)c3cnccn3)CC2)cc1	i	8%	-0.7%	3%	-1.9	?	-3%	-3%	20%
Cc1csc(SCC(=O)NCCc2ccc(Cl)cc2)n1	i	-3%	-0.5%	5%	-0.7	9%	-1%	1%	-8%
COCCn1nnnc1C(c1ccc(OC)cc1)N1CCC(C)CC1 (stereo not given)	i	-1%	-1.0%	-4%	0.2	22%	20%	10%	/
O=C(Nc1ncc(Cc2ccccc2Cl)s1)c1ccc([N+](=O)[O-])cc1	i	4%	0.2%	-19%	-1.3	16%	6%	10%	-14%
O=C1NCC2=C1C(c1ccccc1)Nc1ccccc1N2 (stereo not given)	i	1%	3.4%	47%[activator]	-0.7	-4%	1%	7%	24%

Sorted by length of the SMILES (lowest first): some entries from above.
SMILES	S2 tox	A549 viability	Nrf2 activator	ATXN2 expr inh	IL-2 act	TGFb inhibitor	HepG2 viability	EPAC2 agonist	Nrf2 block
O=C1NCC2=C1C(c1ccccc1)Nc1ccccc1N2 (stereo not given)	i	1%	3.4%	47%[activator]	-0.7	-4%	1%	7%	24%
COCCn1nnnc1C(c1ccc(OC)cc1)N1CCC(C)CC1 (stereo not given)	i	-1%	-1.0%	-4%	0.2	22%	20%	10%	/
Cc1ccc(/C=N/NC(=O)c2ccc(-n3cccc3)cc2)o1	i	5%	-0.1%	-16%	-1.2	0%	-3%	8%	-11%
CCCNC(=O)C1(C)CCCN(C(=O)c2cc(F)cc(F)c2)C1 (stereo not given)	i	/	0.0%[9.22 µM]	0%	0.1	30%	6%	6%	/
CCC(=O)c1ccc(N2CCN(C(=O)c3cccs3)CC2)c(F)c1	i	2%	6.1%	7%	0.0	-19%	-15%	19%	4%
O=C(Nc1ncc(Cc2ccccc2Cl)s1)c1ccc([N+](=O)[O-])cc1	i	4%	0.2%	-19%	-1.3	16%	6%	10%	-14%
Cc1cc(C)c(C#N)c(SCc2[nH]nc3c2C(c2ccc(F)cc2)C(C#N)=C(N)O3)n1 (stereo not given)	i	-8%	0.1%	-5%	0.0	3%	-29%	3%	5%

Remaining list, next part:
SMILES	S2 tox	A549 viability	Nrf2 activator	ATXN2 expr inh	IL-2 act	TGFb inhibitor	HepG2 viability	EPAC2 agonist	Nrf2 block
CN(CC(=O)NCCc1ccccn1)S(=O)(=O)c1ccc(Cl)cc1	i	-1%	-0.5%	16%	0.4	-3%	-3%	-4%	-13%
Cc1ccc(S(=O)(=O)Nc2c(C)nn(C)c2C)c(C)c1	i	6%	0.1%	-2%	-0.3	11%	9%	7%	?
Cn1c(=O)n(C)c2cc(CNC(=O)[C@H]3O[C@@H](n4ccc(=O)[nH]c4=O)[C@H](O)[C@@H]3O)ccc21	i	/	-0.2%	-8%	1.5	-14%	-20%	6%	/
Cc1cc(C)c2c(N)c(C(=O)NC3CCCC3)sc2n1	i	-8%	2.1%	16%	-0.2	-7%	3%	5%	0%
CCNc1nc(NC(C)C)nc(SCCOC(=O)c2ccccc2)n1	i	-3%	-0.1%	9%	-3.2	2%	-16%	8%	-23%
O=C(Cc1ccc(F)cc1)N1CCC(c2nc3c(nnn3Cc3ccc(Cl)cc3)c(=O)[nH]2)CC1	i	-4%	-0.4%	-29%	/	?	-44%	/	19%
O=C(CCOc1ccccc1)Nc1ccc([N+](=O)[O-])cc1	i	1%	2.5%	7%	-3.3	-16%	-16%	2%	?
COc1cc(/C=N/NC(=O)Cc2csc(N3CCOCC3)n2)cc(OC)c1O	i	0%	-0.4%	/	-0.4	-4%	-14%	5%	-4%
O=C(Nn1c(C2CCCCC2)nc2ccccc2c1=O)c1ccc([N+](=O)[O-])cc1Cl	i	0%	-0.1%	-9%	12	-9%	-12%	1%	-15%
CC(C)CCNc1nc(N)c([N+](=O)[O-])c(NCCO)n1	i	7%	2.6%	-13%	0.0	-5%	-53%	3%	?
O=C(NN1C(=O)C2C3C=CC(C4CC34)C2C1=O)c1cccc(Cl)c1 (stereo not given)	i	4%	7.9%	6%	2.9	-16%	-5%	2%	2%
O=C(NC1CCCC1)c1ccc(CSc2nc3cccnc3n2Cc2ccccc2F)cc1	?	-6%	-0.3%	?	/	?	-36%	/	?
CCc1nn2c(=O)cc(COC(=O)c3cccc(NC(=O)COc4ccccc4F)c3)nc2s1	/	6%	-0.6%	/	/	-13%	-16%	/	/
O=C1C(=Cc2ccco2)C(=O)c2ccccc21	i	-13%	17%	8%	1.8	13%	7%	6%	1%
CCOC(=O)c1cnc2nc(C)[nH]n2c1=O	i	0%	-0.7%	5%	0.9	12%	4%	0%	/
O=C(CC1(O)C(=O)Nc2ccc(Br)cc21)c1ccccc1 (stereo not given)	i	/	6.8%	-20%	-1.2	-8%	-10%	6%	/
N#CC12C(=O)NC(=O)C1(C#N)C21CCCC1 (stereo not given)	?	-2%	-0.5%	-11%	-0.5	4%	-3%	4%	11%
COC(=O)c1c(NC(=O)COc2ccc(C(C)C)cc2)sc2c1CCCC2	i	2%	0.6%	10%	/	-2%	3%	/	16%
O=C(Nc1ccc(C(=O)O)cc1)/C(=C\c1ccc([N+](=O)[O-])cc1)NC(=O)c1ccc(Br)cc1	i	-2%	-0.9%	0%	1.4	-9%	9%	2%	1%
CCCn1c(N)c(C(=O)CSc2ncnc3sccc23)c(=O)n(C)c1=O	i	5%	7.0%	-14%	4.1	5%	-35%	6%	-2%
CCS(=O)(=O)c1ncc(Cl)c(C(=O)Nc2ccc(S(=O)(=O)N3CCC(C)CC3)cc2)n1	14µM*	?	?	-23%	-6.1	4.5µM*	1.8µM*	-4%	?
CCOC(=O)c1ccc(NC(=O)N2CCc3ccccc32)cc1	i	-2%	0.1%	68%[activator]	-2.3	34%[activator]	-38%	-10%	/
CCCn1c(N)c(N(CCOC)C(=O)CSCC(=O)Nc2ccc(OC)cc2)c(=O)[nH]c1=O	i	-3%	0.0%	4%	0.4	10%	0%	-3%	2%
CCOc1ccc(C2C=C(c3cccc(OC)c3)Nc3nnnn32)cc1 (stereo not given)	/	-3%	5.8%	4%	/	-8%	-24%	/	7%
COc1ccccc1-c1cc2nc(-c3ccccc3)cc(N3CCN(C(=O)c4ccco4)CC3)n2n1	?	/	0.4%	13µM*	-1.2	15%	6%	5%	/
CCn1nnnc1SCC(=O)NCc1cccs1	?	-4%	0.0%	0%	-2.2	6%	-2%	-1%	5%
CC(C)Oc1ccc(C(CC(=O)N(C)CCC#N)c2ccc(F)cc2)cc1 (stereo not given)	i	-5%	0.9%	-3%	-1.3	?	1%	-4%	3%
O=C(NCCCNC(=O)c1ccccn1)c1cccc(F)c1	i	2%	-0.4%	-5%	-0.1	-26%	-9%	4%	-7%
COc1ccc(N(CC(=O)N2CCN(Cc3ccc4c(c3)OCO4)CC2)S(C)(=O)=O)cc1OC	?	-7%	0.0%	-9%	4.9	7%	7%	5%	-17%
CCn1c(SCc2ccccc2)nnc1C1CCN(S(=O)(=O)c2ccc(OC)cc2)CC1	i	-6%	-0.4%	-29%	-2.6	0%	-22%	1%	?
CC(=O)c1ccc(OCc2cc(C(=O)NC(C)CCn3cccn3)no2)cc1 (stereo not given)	i	0%	2.3%	54%[activator]	-3.4	?	16%	7%	?
CCOC(=O)c1c(C)[nH]c(CCC(=O)NC(C)c2ccccc2)c1C (stereo not given)	/	-5%	0.0%	/	/	?	5%	/	/
COc1ccc(NCC(=O)N/N=C2\CCCC(C)C2)cc1 (stereo not given)	i	0%	-0.8%	-31%	-0.3	0%	-11%	7%	12%
Cc1ccc(NC(=O)Cn2cc(C(=O)c3ccco3)c3ccccc32)cc1C	?	-20%	-0.5%	?	/	?	-49%	/	?
COc1ccc(C)cc1NC(=O)c1cc(S(=O)(=O)N2CCC(C)CC2)cn1C	i	-1%	0.1%	-6%	/	-20%	-55%	/	/
CC1CN(C(=O)c2ccc(Cl)c(S(=O)(=O)NCc3ccco3)c2)CC(C)O1 (stereo not given)	i	1%	2.8%	-5%	1.3	2%	-17%	9%	2%
COc1cccc(CN(C)C(=O)CCN(c2ccccc2)S(=O)(=O)c2ccc(C)cc2)c1OC	?	-9%	-0.5%	-28%	14	4%	-8%	20%	-18%
CCC(=O)Nc1cccc(NC(=O)CN2CCN(c3ccccc3OC)CC2)c1	i	-1%	0.2%	4%	1.7	14%	17%	-56%[inhibitor][15.6 µM]	-7%
O=C(OCC(=O)N1CCOCC1)c1cccc(S(=O)(=O)N2CCCc3ccccc32)c1	i	0%	-0.7%	-11%	1.2	-4%	0%	-4%	?
COc1ccc2cc(-c3nnc(Nc4ccccc4)s3)c(=O)oc2c1	i	3%	-0.1%	9%	/	8%	0%	/	/
O=C(CCc1nnc2ccc(N3CCOCC3)nn12)Nc1ccc(F)cc1F	i	5%	1.6%	10%	-0.5	4%	0%	3%	21%
CC(=O)Nc1ncnc2c1c(-c1ccc(Cl)cc1)nn2C(C)(C)C	?	1%	-0.5%	?	0.2	3.5µM*	-37%	2%	-29%
